Screens (PubChem BioAssay)
12-LOX inh: Primary qHTS assay for inhibitors of human arachidonate 12S-lipoxygenase (ALOX12): Round 2; Potency, µM (titrated, usually from 108 µM), without a hit: at the top dose activity change, negative = inhibition, most hits filed as inhibitors; Polyunsaturated fatty acid lipoxygenase ALOX12 (Homo sapiens), P18054; purified 12hLO, xylenol orange hydroperoxide absorbance; hit rate 1.1% among 580,000; active = well fitted inhibition curve with a large enough effect; inconclusive = small, poorly fitted or top-dose-only effect, or another doubt; inactive = no such curve, though single readings can be large or run the other way
Target sequence (P18054 whole entry, looked up): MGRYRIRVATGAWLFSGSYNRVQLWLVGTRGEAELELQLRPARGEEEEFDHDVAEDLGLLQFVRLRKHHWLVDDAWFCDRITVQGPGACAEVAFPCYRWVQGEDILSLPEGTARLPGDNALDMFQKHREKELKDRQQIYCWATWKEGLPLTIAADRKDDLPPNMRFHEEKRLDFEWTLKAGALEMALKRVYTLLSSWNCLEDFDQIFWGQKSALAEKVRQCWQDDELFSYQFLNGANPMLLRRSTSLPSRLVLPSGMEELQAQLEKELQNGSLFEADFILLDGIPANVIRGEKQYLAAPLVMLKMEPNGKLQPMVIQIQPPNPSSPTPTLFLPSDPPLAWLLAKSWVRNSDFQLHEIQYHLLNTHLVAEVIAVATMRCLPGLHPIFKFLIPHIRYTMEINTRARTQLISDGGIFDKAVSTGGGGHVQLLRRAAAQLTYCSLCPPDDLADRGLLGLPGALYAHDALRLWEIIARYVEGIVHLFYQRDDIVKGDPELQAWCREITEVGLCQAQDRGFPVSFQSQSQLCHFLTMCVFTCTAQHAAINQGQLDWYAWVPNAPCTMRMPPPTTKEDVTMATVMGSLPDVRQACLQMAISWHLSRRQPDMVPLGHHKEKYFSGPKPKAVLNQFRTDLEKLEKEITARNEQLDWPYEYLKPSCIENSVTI
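Hydroperoxide product was detected by ferrous iron/xylenol orange as the 573 to 405 nm absorbance ratio. Arachidonic acid at 40 uM (final) was turned over for 30 min at room temperature by 150 nM human 12hLO, pH 7.0 Hepes buffer, after 15 min compound preincubation.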
Numbers without * were called inactive; u = inconclusive; [ ] = remark or other dose. % is scaled to controls: 0 for no effect and ±100 for the full control effect; potency is read from the fitted curve at half-maximal effect. These rows are one share of the data; the hit share may differ from the screen's.

SMILES	12-LOX inh
CCCNC(=O)NCC1(COc2ccc(S(C)(=O)=O)cc2)C[C@@H](O)[C@@H](O)C1 (stereo partly specified)	u
O=C1NCCCCCCN(Cc2ccncc2)[C@@H]2CN(Cc3cccnc3)CC[C@@H]12	131%[activator]
Cc1ncc(-c2ccc(S(=O)(=O)N3CCN(c4ccccc4)CC3)cc2)o1	0%
Nc1[nH]c(C(=O)c2ccccc2)c(-c2ccncc2)c1C(=O)NC1CC1	-10%
Cc1cc2ccccc2nc1-c1cccc(O)c1	15%
c1ccc(N2[C@@H]3c4ccccc4C[C@H]2c2ccccc23)cc1	14%
Cc1ncsc1CN1CCCCCCNC(=O)CC1c1ccccc1 (stereo unspecified)	35%
O=C(O)C(Sc1cnc2ccccc2n1)c1ccccc1 (stereo unspecified)	-15%
CNC(=O)[C@@H]1C[C@H](Oc2ccccc2)CN1C(=O)CCc1ccc(OC)cc1	58%[activator]
Cc1nn(C)cc1-c1nc2cc(S(=O)(=O)NC(C)C)ccc2n1C(C)C	63%[activator]
Cc1nn(CC(=O)NCC(C)N2CCCC2)c(=O)c2ccccc12 (stereo unspecified)	-13%
O=C1CCNCCCC(CO)CCN1 (stereo unspecified)	12%
CCc1cccc(NC(=O)Cn2c(-c3ccccc3)nc(C)c(CCO)c2=O)c1	u
COc1ccc(Cn2cc(-c3ccc(F)c(C(N)=O)c3)cn2)cc1	u
CN(C)Cc1nnc(C2CC(NC(=O)Cc3c[nH]c(=O)n(C)c3=O)C2)n1C (stereo unspecified)	-15%
CCC(Oc1ccccc1)C(=O)Nc1ccc2oc(C)nc2c1 (stereo unspecified)	-7%
O=C(O)CCCCCCNS(=O)(=O)Cc1ccccc1	-4%
COc1ccc(CN2C(=O)CCC2(C)c2nnnn2-c2ccc3c(c2)OCCO3)cc1 (stereo unspecified)	-4%
Cc1ncc(-c2ccc(S(=O)(=O)Nc3ccc(F)c(F)c3)cc2)o1	-25%
Cn1cccc1C(=O)N1CCC2(CC1)C(=O)NCN2Cc1ccc(Cl)cc1	26%
Cc1ccc(-n2cccc2/C=C(/C#N)c2ccc(F)cc2)cc1	u
O=S(=O)(Nc1cccc2cccnc12)c1cc(F)ccc1F	25%
O=C1CCN(S(=O)(=O)c2cccc(F)c2)CCCC(c2nc(-c3cccnc3)no2)CCN1 (stereo unspecified)	u
CCN1c2cc(C(=O)Nc3ccc(OC)c(OC)c3)ccc2C(=O)N2CCCC21 (stereo unspecified)	42%[activator]
CN(Cc1cc(-c2cccnc2)no1)C(=O)C1COc2ccccc2C1 (stereo unspecified)	13%
COc1ccc(-c2nn(-c3ccccc3)cc2CN2CCC(CO)CC2)c(F)c1	13%
CC(C)N1CC(Oc2cccc(C(=O)N3CCOCC3)c2)C1	25%
CCOC(=O)c1c(S(=O)(=O)N2CCCC(C(=O)Nc3ccc(F)cc3F)C2)c(C)n(C)c1C (stereo unspecified)	-1%
CC(C)(O)CCc1ccc(C(=O)N2CCOc3ccc(Cl)cc3C2)cc1	6%
COc1ccc(C(=O)N[C@@H]2CCC[C@@H]2C(=O)NCc2ccc(OC(C)C)cc2)cc1	14%
CCOc1ccccc1Nc1nc(-c2cc3cc(Cl)ccc3oc2=O)cs1	u
O=C(Nc1ccccc1C(=O)N1CCCCC1)c1cnc2ccccc2n1	-7%
Cc1n[nH]c(C)c1CNC(=O)c1ccc(N2CC3CC(C2)[C@H]2CCCC(=O)N2C3)nc1 (stereo partly specified)	-3%
O=S(=O)(c1cccnc1)N1CCC(N(Cc2cccnc2)C2CCOCC2)CC1	16%
CCOc1ccccc1NC(=O)C(=O)c1c[nH]c2ccccc12	-26%
COc1cccc(-c2noc(NCCc3ccc(Cl)cc3)n2)c1OC	97%[activator]
Cc1ccccc1C(C)NC(=O)/C=C/c1ccco1 (stereo unspecified)	u
O=C(Nc1ccc(Oc2ccccc2)cc1)O[C@@H]1CO[C@H]2[C@@H]1OC[C@@H]2NC(=S)Nc1ccccc1	u
CNc1nc(-c2cc3c4c(c2)CC(=O)N4CCC3)cs1	u
O=C(CCC1CCCCC1)NCC1CC2c3ccccc3C1c1ccccc12 (stereo unspecified)	13%
COCCO[C@H]1C(=O)N(C2CCN(S(=O)(=O)c3cccnc3)CC2)[C@H]1c1ccncc1	17%
N#Cc1ccccc1N=Cc1cccc(Cl)c1	11%
CCCCCNC(=O)C(c1ccc(-c2ccccc2)cc1)n1c(=O)c(-c2ccccc2)nc2ccccc21 (stereo unspecified)	1%
Cc1cc(C)cc(C(=O)NC2CCN(c3cc(-c4ccccc4)[nH]n3)C2)c1 (stereo unspecified)	13%
CCCc1cc(=O)[nH]c(SCc2nc(-c3cccc(OC)c3)no2)n1	-34%

Some of the entries so far, with the structure last.
12-LOX inh | mol
6% | CC(C)(O)CCc1ccc(C(=O)N2CCOc3ccc(Cl)cc3C2)cc1
14% | COc1ccc(C(=O)N[C@@H]2CCC[C@@H]2C(=O)NCc2ccc(OC(C)C)cc2)cc1
u | CCOc1ccccc1Nc1nc(-c2cc3cc(Cl)ccc3oc2=O)cs1
-7% | O=C(Nc1ccccc1C(=O)N1CCCCC1)c1cnc2ccccc2n1
-3% | Cc1n[nH]c(C)c1CNC(=O)c1ccc(N2CC3CC(C2)[C@H]2CCCC(=O)N2C3)nc1 (stereo partly specified)
16% | O=S(=O)(c1cccnc1)N1CCC(N(Cc2cccnc2)C2CCOCC2)CC1
-26% | CCOc1ccccc1NC(=O)C(=O)c1c[nH]c2ccccc12
97%[activator] | COc1cccc(-c2noc(NCCc3ccc(Cl)cc3)n2)c1OC
u | Cc1ccccc1C(C)NC(=O)/C=C/c1ccco1 (stereo unspecified)
u | O=C(Nc1ccc(Oc2ccccc2)cc1)O[C@@H]1CO[C@H]2[C@@H]1OC[C@@H]2NC(=S)Nc1ccccc1
u | CNc1nc(-c2cc3c4c(c2)CC(=O)N4CCC3)cs1
13% | O=C(CCC1CCCCC1)NCC1CC2c3ccccc3C1c1ccccc12 (stereo unspecified)
17% | COCCO[C@H]1C(=O)N(C2CCN(S(=O)(=O)c3cccnc3)CC2)[C@H]1c1ccncc1
11% | N#Cc1ccccc1N=Cc1cccc(Cl)c1

Further entries.
SMILES	12-LOX inh
COCC(=O)N[C@H]1CCN2C(=O)c3cc(-c4cccc(C)c4C)ccc3NC(=O)[C@@H]2C1	7%[176 µM]
Cc1noc([C@@H]2CN(C(=O)CN3CCCCCC3)C[C@H]2CO)n1	48%[activator]
COc1ccc(C2Cn3nnc(C(=O)N4CCN(C(=O)Cc5ccc(Cl)cc5)CC4)c3CO2)cc1 (stereo unspecified)	1%
COc1ccc2c(c1)nc1n2[C@@H](CNCc2ccccc2)COC1	-4%[176 µM]
CCCn1nc(C)cc1CN(C)C(=O)Cn1nc2n(c1=O)CCC(N)CC2 (stereo unspecified)	u
CCN(Cc1ccncc1)C(=O)c1cc(CN2CCC(Cc3ccccc3)CC2)on1	-85%
O=C(c1cnc(N2CCOCC2)c2ccccc12)N1CCCCC1	11%
Cc1cccc(CN2CCSCCS2(=O)=O)c1	-14%
O=C(Cc1cn2ccsc2n1)Nc1ccc(S(=O)(=O)N2CCCCCC2)cc1	50%[activator]
Cc1cnc(C(=O)N[C@@H]2CCC[C@@H]2C(=O)N2CCC(N3CCCCC3)CC2)cn1	81%[activator]
O=C(NC1CCCCCC1)C1(Cc2nc3ccccc3s2)CCCC1	u
COCCn1c(=O)c(-c2cccc(C#N)c2)nc2cnc(OC)nc21	u
Cc1cc(C(=O)NC2CC2)c2c(C3CCCNC3)noc2n1 (stereo unspecified)	-1%[6.33 µM]
CN(C)CC1(O)CCCN(C(=O)c2ccccc2-c2ncc[nH]2)CC1 (stereo unspecified)	-27%
CCc1nc2cc(C(=O)N[C@H]3CCCCNC3=O)cc(NC(=O)c3ccccc3OC)c2n1C	5%
Cc1ccccc1OCC(=O)Nc1ccc2oc(-c3ccccc3C)nc2c1	-1%
Cc1oc(-c2ccccc2)nc1C(=O)NCCN1CCOCC1	11%
COCCN1C(=O)CCC1(C)c1nnnn1-c1c(C)cccc1C (stereo unspecified)	5%
COc1ccc(-c2nc3ccccc3o2)cc1NC(=O)c1cccc(Cl)c1	-14%
C/C(=N/N=C(c1ccccc1)c1ccccc1)c1ccncc1	-1%
CCc1ccc(-c2nnn(CC(=O)c3ccccc3F)n2)cc1	-29%
Cc1ccc2cc(C(=O)NC3CCS(=O)(=O)C3)[nH]c2c1 (stereo unspecified)	0%
CC(C)c1ccc(OCC(=O)Nc2ccc3oc(-c4cccnc4)nc3c2)cc1	-22%
CC(=O)c1ccc(/C=C/C(=O)O)o1	u
CC(C)(C)c1ccnc(N[C@H]2CO[C@H]3[C@@H]2OC[C@@H]3NS(=O)(=O)c2cccs2)n1	0%[176 µM]
COCCCNC(=O)C[C@H]1C[C@@]2(C(=O)OC)C(=C[C@H](COCc3ccccc3)O[C@@H]2C)N(CCC2=CCCCC2)C1=O	0%
Cc1nn(C)c(C)c1CC(=O)Nc1nc(C(C)C)cs1	43%[activator]
CCOc1ccc(/C(O)=C2\C(=O)C(=O)N(Cc3ccco3)C2c2ccccc2)cc1Cl (stereo unspecified)	u
CNC(=O)CN(C)C(=O)c1cccc(C(F)(F)F)c1	-1%
Cc1ccccc1NC(=O)N1CCC(CCNC(=O)C2(c3ccccc3)CC2)CC1	51%[activator]
Cc1ccc(NC(=O)CCc2ncc(-c3c(F)cccc3F)o2)cc1C	-5%
O=S(=O)(Nc1ccc2cn[nH]c2c1)c1ccccc1C(F)(F)F	18%
COc1cc2c(cc1OC)CN(C1CCCN(Cc3c(O)cccc3OC)C1)CC2 (stereo unspecified)	34%[activator]
CN1CCN([C@H]2[C@@H]3OC[C@@H](O3)[C@@H](NCc3ccc(-c4ccccc4)cc3)[C@@H]2O)CC1	82%[activator][176 µM]
CN(C)c1ccc(CNCC2(COc3ccc(S(C)(=O)=O)cc3)C[C@@H](O)[C@@H](O)C2)cc1 (stereo partly specified)	1%
COc1ccc(C(CN)c2c[nH]c3ccccc23)cc1 (stereo unspecified)	4%
COCCNc1ncc(-c2ccc(F)cc2)c2c1OCC2	3%[176 µM]
CCc1ccc([S+](=O)([O-])c2nnn3c2nc(NCCCOC)c2ccccc23)cc1	10%[6.33 µM]
Cn1ccnc1CNC(=O)C[C@@H]1C[C@H]2O[C@H](CNC3CCC3)[C@@H](O)[C@H]2O1	u
CCc1c(Cc2cccc(F)c2)ncn1CCc1ccccc1OC	-15%
O=C(c1ccc(F)cc1)C1CCN(CCCn2c(=O)[nH]c3ccccc32)CC1	-20%
CC(C)(C)NC(=O)C(c1ccncc1)n1c(=O)c(-c2ccco2)nc2ccccc21 (stereo unspecified)	-3%
O=C1OC[C@@H]2CCN(CC3CC3)Cc3ccc(F)cc3N12	-4%[176 µM]
CC(Oc1ccc(Cl)cc1)C(=O)NCc1nnc2ccc(-c3ccccc3)nn12 (stereo unspecified)	18%
COc1c2ccccc2nn1-c1ccc(-c2cn(Cc3ccccc3)nn2)cc1	u
CN1C(=O)Cc2cc(-c3csc(-c4ccccc4)n3)ccc21	u
CC(NC(=O)CSc1cc(F)ccc1F)c1nc2ccccc2[nH]1 (stereo unspecified)	u
COc1ccc2c(C)c(CCC(=O)NCc3ccc4c(c3)OCO4)c(=O)oc2c1	3%
CCCNC(=O)CC1COCCN1C(=O)CCc1c(C)nc(=O)[nH]c1C (stereo unspecified)	5%
Cn1cc([C@@H](NC(=O)C2CCN(Cc3ccco3)CC2)C2CC(O)C2)cn1 (stereo partly specified)	78%[activator]
CC(C)(Oc1nn(CC2CCOCC2)c2ccccc12)C(=O)NC1CCOCC1	51%[activator][176 µM]
CS(=O)(=O)Nc1cccc(-c2cc(Nc3ccccc3)ncn2)c1	u
Cc1ccccc1CCC1CCCN(C(=O)CCc2cnccn2)C1 (stereo unspecified)	8%
Cc1cccnc1C(=O)N[C@@H]1CN(C2CCOCC2)C[C@H]1CN(C)C	145%[activator]
O=C1CC2(CCN(CC3CCCC3)C2)Nc2ccccc2N1 (stereo unspecified)	0%[6.33 µM]
Oc1ccccc1C=Nc1ccc(Cl)cc1C(F)(F)F	-19%
COc1ccc(C(=O)NCC2CCN(C(=O)C(=O)c3cccs3)CC2)cc1	0%
C[C@@H]1Oc2ccccc2C=C1/C=C/C(=O)O	4%
C=CCNC(=O)c1ccn2cncc2c1	79%[activator][176 µM]
COc1ccc(S(=O)(=O)N2CC[C@@H](CC(=O)O)[C@@H](CC3=NCCc4cc(OC)c(OC)cc43)C2)cc1	u
Other entries follow.
SMILES	12-LOX inh
COc1cc(CN2CCC3(CCN(CC4CC4)CC3)C(CO)C2)ccc1F (stereo unspecified)	49%[activator]
COc1ccc(CNC(=O)c2c(OCC3CC3)cc(=O)n3c2CCOCC3)cc1	35%[activator]
CCCCC1CCC(C(=O)Oc2ccc(OC)cc2)CC1 (stereo unspecified)	-1%
Cc1cccc(C)c1N1C(=O)c2ccccc2NC(=O)C1C(=O)Nc1ccc(N2CCOCC2)cc1 (stereo unspecified)	-1%
CCN(CC)c1cc(C)nc(Nc2ccc(NS(=O)(=O)c3cc(C(C)(C)C)ccc3OC)cc2)n1	u
N#Cc1cccc(NC(=O)CCSCc2ccccn2)c1	u
COc1ccc(CN2CCc3nnc(CNC(=O)c4cc(C)oc4C)n3CC2)c2ccccc12	u
COc1ccccc1NC(=O)N1CCCC1c1nncn1-c1ccccc1 (stereo unspecified)	45%[activator]
O=[S+]([O-])(c1cccnc1)c1nnn2c1nc(NCc1ccncc1)c1ccccc12	3%[6.33 µM]
